ALOX12 inh: Primary qHTS assay for inhibitors of human arachidonate 12S-lipoxygenase (ALOX12): Round 2; Potency, µM (titrated, usually from 108 µM), for inactives: at the top dose activity change, negative = inhibition, usual class: inhibitors; purified 12hLO, xylenol orange hydroperoxide absorbance; Polyunsaturated fatty acid lipoxygenase ALOX12 (Homo sapiens), P18054; AID 1671190, 2021; 580,000 tested, 1.1% active; active means well fitted inhibition curve with a large enough effect; inconclusive means small, poorly fitted or top-dose-only effect, or another doubt; inactive means no such curve, though single readings can be large or run the other way
Target sequence (P18054 whole entry, looked up): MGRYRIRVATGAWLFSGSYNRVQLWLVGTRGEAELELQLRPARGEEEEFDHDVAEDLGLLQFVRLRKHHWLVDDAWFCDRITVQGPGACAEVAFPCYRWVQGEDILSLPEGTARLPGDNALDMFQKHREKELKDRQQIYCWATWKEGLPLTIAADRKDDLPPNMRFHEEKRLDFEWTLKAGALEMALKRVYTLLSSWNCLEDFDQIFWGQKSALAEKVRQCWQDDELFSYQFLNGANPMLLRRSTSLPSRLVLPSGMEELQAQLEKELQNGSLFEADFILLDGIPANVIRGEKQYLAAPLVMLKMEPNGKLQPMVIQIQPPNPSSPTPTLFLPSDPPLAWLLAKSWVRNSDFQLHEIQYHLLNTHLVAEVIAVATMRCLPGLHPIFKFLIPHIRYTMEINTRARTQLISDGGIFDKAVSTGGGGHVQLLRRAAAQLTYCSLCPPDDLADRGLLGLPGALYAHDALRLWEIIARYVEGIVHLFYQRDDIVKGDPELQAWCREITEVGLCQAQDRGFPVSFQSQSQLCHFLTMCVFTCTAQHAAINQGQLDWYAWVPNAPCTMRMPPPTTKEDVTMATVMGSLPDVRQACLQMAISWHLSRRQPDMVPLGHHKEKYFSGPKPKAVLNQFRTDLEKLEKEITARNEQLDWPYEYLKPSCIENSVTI
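Purified human 12hLO (150 nM final) in 25 mM Hepes, 0.01% Triton X-100, pH 7.0 was preincubated 15 min at room temperature with compound. Then 40 uM arachidonic acid was added, 30 min. Hydroperoxide was read by Fe-XO absorbance ratio 573/405 nm.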
* = called active by the depositor; ? = inconclusive; [ ] = another dose, or the depositor's remark. On the % scale 0 is the no-effect control and ±100 the full control effect; potency means the concentration at half of the fitted maximal effect.

SMILES | ALOX12 inh
O=C(NC1CC1)c1cc(-c2ccccc2C(F)(F)F)nc2onc(C3CCNC3)c12 (configuration not stated) | 8%[6.33 µM]
CS(=O)(=O)c1ccc(CN2C[C@@H]3OCC(=O)N(c4ccccc4)[C@@H]3C2)cc1 | -7%[176 µM]
COCCn1c(=O)n([C@H]2CCCN(C(=O)COc3ccccc3)C2)c2ncccc21 | 27%
CCCNC(=O)c1nnc2n1CCN(C(=O)CCc1ccccc1)C2 | -62%
CCCc1noc(-c2cn(C3CCN(C(=O)c4ccc5c(c4)OCO5)CC3)nn2)n1 | -5%
COC(=O)[C@@H]1Cc2c([nH]c3ccccc23)[C@H]2C[C@@H](NC(C)C)C[C@@H](c3ccccc3)N21 | ?
COC[C@H]1CCCN1C(=O)C[C@@H]1O[C@H](CNS(C)(=O)=O)[C@@H](O)[C@H]1O | -13%[176 µM]
CCN(Cc1ccco1)C(=O)[C@@H]1CN(c2ncccn2)C[C@H]1COC | 36%[activator]
Cc1c(C(=O)NC2CCCC2)sc2ncnc(NCCN(C)C)c12 | -2%
COCCN1CC2(CCCN(C(=O)c3ccccc3-n3cncn3)C2)CCC1=O (configuration not stated) | 56%[activator]
CS(=O)(=O)Nc1ccc([C@H]2OCC(=O)N(Cc3ccc(F)cc3)[C@@H]2CO)cc1 | 2%[176 µM]
CC(C)CN1CCN(c2cc(Cl)ncn2)C(=O)C1 | 12%[176 µM]
CCOc1cc(=O)n2c(c1C(=O)Nc1cc(F)ccc1C)CCCC2 | 28%
Fc1cc(Nc2cnc3ccc(-n4ccnc4)nn23)cc(N2CCOCC2)c1 | 68%[activator][176 µM]
Cc1ccc(C)c(C(=O)NC2CCCN(c3cc(-c4ccccc4)[nH]n3)C2)c1 (configuration not stated) | -5%
Cn1cc(C#N)cc1-c1nc(COc2ccccc2)nn1CC(F)(F)F | 7%
Cc1ccc(NC(=O)Cn2ccn3nc(-c4ccccc4)c(CO)c3c2=O)cc1C | 21%
COc1cccc(C(=O)N2CCC(c3nn(-c4ccc(F)cc4)c(=O)[nH]3)CC2)c1 | 49%[activator]
COc1ccccc1C(=O)N1CCC(Cc2nc(-c3ccccc3)no2)CC1 | 42%[activator]
COc1ccc(C=NN(C)C(=O)Nc2cccc(Cl)c2)cc1OC | ?
O=C(NCCCn1cccn1)C1CN(S(=O)(=O)c2ccccc2)CC12CCCCC2 (configuration not stated) | -4%
CN(C1CCOCC1)C1CCN(C(=O)NCCc2ccccc2)CC1 | 37%[activator]
Cc1oc(-c2cccc(Cl)c2)nc1CN1CCOCC1 | 57%[activator]
CCCc1ccc(CN2CC[C@@H]3[C@@H](CCC(=O)N3CCc3cnc[nH]3)C2)o1 | 62%[activator]
OCCCn1cnc2cc(-n3ccnc3-c3cc4n(n3)CCNC4)ccc21 | 87%[activator]
Additional structures follow.
SMILES | ALOX12 inh
O=C(NC1CCN(c2cc(-c3ccccc3)[nH]n2)CC1)c1ccsc1 | 23%
COCC(=O)Nc1ccc([C@@H](O)[C@H]2COCC(=O)N2Cc2ccccc2)cc1 | 32%[activator][176 µM]
CS(=O)(=O)N1CCCN(C(=O)NCCc2ccccc2)CCNC(=O)CC1c1ccccc1 (configuration not stated) | 25%
COc1cccc(CC(=O)NCc2nnc3ccc(-c4ccccc4)nn23)c1 | 9%
O=C(c1ccccc1-n1cccn1)N1CCOc2ccc(CN3CCOCC3)cc2C1 | 13%
Cc1cnc(-n2ncc(C(=O)NCC3COCCO3)c2C2CC2)nc1-c1cccs1 (configuration not stated) | 22%
O=C(Cc1cccc(Cl)c1)NC1CC(=O)N(Cc2ccc(F)cc2)C1 (configuration not stated) | 25%
COCCN1CCOc2nc(-c3cccc(OC(F)(F)F)c3)ncc2C1=O | 39%[activator][176 µM]
Cc1ccc(S(=O)(=O)NC[C@H]2O[C@@H](CC(=O)N3CCOCC3)[C@H](O)[C@@H]2O)cc1 | 29%[176 µM]
COC(=O)CCN(Cc1ccc(OC)cc1OC)S(=O)(=O)c1ccccc1Br | 40%
COC1CN(C2CCN(C(=O)c3ccc(C)nc3)CC2)C12CCOCC2 (configuration not stated) | 28%
Cc1ccncc1C(=O)N1CCC2(CC1)CC(c1ccccc1)C(=O)N2C (configuration not stated) | -8%
CCOc1ccc(CN2C[C@@H](COC)[C@H](C(=O)N(C)C)C2)cc1 | 36%
CN1Cc2ccc(C(=O)Nc3ccc(OC(F)(F)F)cc3)cc2OCC1=O | 5%[176 µM]
CC(C)CNc1cccc2c1S(=O)(=O)N[C@H](CC(C)C)CO2 | ?
COc1ccc(NC(=O)N2CCc3c(C(=O)NCc4ccncc4)cccc32)cc1 | 4%
O=C1NCCN2CC3(CCN(C(=O)NC4CCCCC4)CC3)CC12 (configuration not stated) | 138%[activator]
COc1cccc(CN2CC[C@H]3COC(=O)N3c3cc(C)ccc3C2)c1 | 1%[176 µM]
CC#CCn1cc2c3c(cccc31)[C@H](CC(C)C)N[C@H](C(=O)NCc1ccccc1OC)C2 | 27%
CCCNS(=O)(=O)c1ccc(C(=O)NCc2cc3n(n2)CCNC3)cc1 | -19%
O=C(CCn1cccn1)NC1CCCc2nc(-c3ccccc3)ncc21 (configuration not stated) | 13%
O=C(C[C@H]1NC(=O)c2ccccc2NC1=O)Nc1ccccc1Cl | 36%[activator]
CCCCCCCCCCCCc1ccc(S(=O)(=O)Nc2nncs2)cc1 | -25%[57.4 µM]
Cc1c(NC(=O)CCc2cc3n(n2)CCNC3)c(C)n(C)c(=O)c1C(N)=O | ?
COc1cccc(-c2noc(CC3CCN(C(=O)CCc4ccccc4)CC3)n2)c1 | 2%

Copied from the entries so far, 13 compounds:
SMILES | ALOX12 inh
O=C(NC1CC1)c1cc(-c2ccccc2C(F)(F)F)nc2onc(C3CCNC3)c12 (configuration not stated) | 8%[6.33 µM]
CS(=O)(=O)c1ccc(CN2C[C@@H]3OCC(=O)N(c4ccccc4)[C@@H]3C2)cc1 | -7%[176 µM]
COCCn1c(=O)n([C@H]2CCCN(C(=O)COc3ccccc3)C2)c2ncccc21 | 27%
CCCNC(=O)c1nnc2n1CCN(C(=O)CCc1ccccc1)C2 | -62%
CCCc1noc(-c2cn(C3CCN(C(=O)c4ccc5c(c4)OCO5)CC3)nn2)n1 | -5%
COC(=O)[C@@H]1Cc2c([nH]c3ccccc23)[C@H]2C[C@@H](NC(C)C)C[C@@H](c3ccccc3)N21 | ?
COC[C@H]1CCCN1C(=O)C[C@@H]1O[C@H](CNS(C)(=O)=O)[C@@H](O)[C@H]1O | -13%[176 µM]
CCN(Cc1ccco1)C(=O)[C@@H]1CN(c2ncccn2)C[C@H]1COC | 36%[activator]
Cc1c(C(=O)NC2CCCC2)sc2ncnc(NCCN(C)C)c12 | -2%
COCCN1CC2(CCCN(C(=O)c3ccccc3-n3cncn3)C2)CCC1=O (configuration not stated) | 56%[activator]
CS(=O)(=O)Nc1ccc([C@H]2OCC(=O)N(Cc3ccc(F)cc3)[C@@H]2CO)cc1 | 2%[176 µM]
CC(C)CN1CCN(c2cc(Cl)ncn2)C(=O)C1 | 12%[176 µM]
CCOc1cc(=O)n2c(c1C(=O)Nc1cc(F)ccc1C)CCCC2 | 28%

The results go on.
SMILES | ALOX12 inh
COc1cc(-c2nc(-c3c(C)noc3C)cc3[nH]c(C)cc23)ccn1 | ?
COC[C@H]1NC(=O)CC[C@H]1C(=O)NCCC1=CCCCC1 | 32%[activator]
CN(C)[C@@H]1CN(C(=O)c2cccc(C#N)c2)C[C@H]1CO | 40%[activator]
Cc1ccc(NC(=O)N2CCc3c(C(=O)NCc4ccncc4)cccc32)cc1 | 57%[activator]
O=C(NCCCn1nccc1C1CC1)[C@H]1CNC[C@@H](C(=O)N2CCCC2)C1 | 8%
Cn1nc(C(=O)N2CCCN(C(=O)C3CC3)C(c3ccccc3)CC(=O)NCC2)c2ccccc21 (configuration not stated) | 41%[activator]
CN(C)C(=O)N1CCC2(CCC(=O)N(CC3CCCO3)C2)CC1 (configuration not stated) | 64%[activator]
O=C(CN1CCOC1=O)N[C@@H]1[C@@H](Cc2ccccc2)[C@H]2OCC[C@@H]12 | 60%[activator]
COCCOCc1nc(C2CCCCN2C(=O)Nc2ccc(F)cc2F)no1 (configuration not stated) | 12%
CC(C)Cc1nc2cc(NS(=O)(=O)N(C)C)cc(C(=O)N3CCc4sccc4C3)c2n1C | 5%
O=C(NC1CCCN(c2cc(-c3ccccc3)[nH]n2)C1)C1CCCC1 (configuration not stated) | 48%[activator]
Cc1ccccc1C(=O)N1CCc2nc3cc[nH]n3c(=O)c2C1 | 1%
Cc1noc2c(-c3cnn(C)c3)cc(-c3cccs3)nc12 | -1%[176 µM]
COc1ccc(C(=O)N2CCOC(CCCC(C)C)C2)o1 (configuration not stated) | 38%[activator]
COc1ccc(OC)c(S(=O)(=O)NCC2CCN(C(=O)C(=O)c3cc4ccccc4o3)CC2)c1 | -10%
COc1ccc(-c2cnc3[nH]cc(CC(=O)NC4CCC(O)CC4)c3c2)cc1 (configuration not stated) | -13%[176 µM]
COc1ccc(C2Cn3nnc(C(=O)N4CCN(C(=O)Cc5cccc(F)c5)CC4)c3CO2)cc1 (configuration not stated) | -1%
CC(C)CC(=O)NCCC1CCN(C(=O)Nc2cc(F)ccc2F)CC1 | 27%
COc1cccc(NC(=O)N[C@H]2[C@H](O)[C@@H](N3CCC(Cc4ccccc4)CC3)[C@@H]3OC[C@H]2O3)c1 | ?
Cn1ccnc1CN1C(=O)CO[C@H]2CN(C(=O)NCc3ccccc3)C[C@H]21 | 2%[176 µM]
C=CCn1c(-c2cccs2)cn2cc(C(=O)NC(CC)CO)nc2c1=O (configuration not stated) | 47%[activator]
CN1C(=O)c2cccn2CC1CNC(=O)Nc1ccc2c(c1)OCCO2 (configuration not stated) | 41%
CCCCCCCCN1C(=O)[C@@H](CC(=O)NCCCOCCCC)C[C@@]2(C(=O)OC)C1=C[C@H](C1CCCC1)O[C@@H]2C | -8%
Cn1nccc1CCC(=O)N[C@@H]1CCOC[C@H]1Oc1ccccn1 | 76%[activator]
O=C(c1ccn[nH]1)N1C[C@@H](COCC2CC2)[C@H](c2ccccn2)C1 | -6%
(list continues)
SMILES | ALOX12 inh
Cc1nc2scc(CC(=O)NCC(C)C)n2c(=O)c1-c1cc(C)n(-c2ccc(C(C)C)cc2)n1 | 5%
Cc1ccc(CN2CCC(C3(c4ccccn4)NC(=O)N(CC4CCCO4)C3=O)CC2)cc1C (configuration not stated) | 24%
COc1cccc(NC(=O)Cn2c(-c3cnccn3)nc(C)c(CCO)c2=O)c1 | 14%
Cc1cc(-c2ccnc(-n3ncc(C(=O)N(C)Cc4nccs4)c3C)n2)c(C)s1 | 15%
O=C(Cc1ccccc1Cl)N1CCCC(n2cc(-c3nc(-c4ccccc4)no3)nn2)C1 (configuration not stated) | 0%
O=C(CCC1CCCN(S(=O)(=O)c2ccccc2F)C1)NCCN1CCOCC1 (configuration not stated) | 18%
O=C(c1cncc(Br)c1)N1CCC(N2CCCC2)CC1 | -29%[57.4 µM]
CCc1noc(CC2CCOC3(CCN(S(=O)(=O)c4ccccc4Cl)CC3)C2)n1 (configuration not stated) | 13%
c1nnc(CC2CCCNC2)n1CC1CC1 (configuration not stated) | 12%
NS(=O)(=O)c1cccc(-n2ccnc2-c2cc3n(n2)CCCNC3)c1 | 71%[activator]
CC(=O)Nc1ccc(C(=O)N2CCC3(CC2)CN(C(C)=O)Cc2ccccc2O3)cc1 | 2%[6.33 µM]
Cc1ccncc1C(=O)N1CCN(C(=O)N2CC3CC(C2)[C@H]2CCCC(=O)N2C3)CC1 (some centres not stated) | 13%
Cc1cccc(-c2ccc3c(c2)C(=O)N2CC[C@H](NC(=O)c4cccs4)[C@H]2C(=O)N3)c1C | -8%
Cc1c(CN(C)CC2(O)CCCN(Cc3ccc(C(C)C)cc3)C2=O)cnn1C (configuration not stated) | 1%
CCN(CC)C(=O)CC[C@@H]1CNC(=O)[C@@H]2C[C@H](NC(=O)Nc3ccccc3)CN12 | -5%[176 µM]
CC(C)(C)n1nnnc1C1CC2(CCOCC2)C(=O)N1Cc1cc(F)ccc1F (configuration not stated) | 54%[activator]
O=C1Nc2ccccc2C12CN(S(=O)(=O)c1cccs1)C2 | 5%[6.33 µM]
CCN1C(=O)COC[C@@H]1[C@H](O)c1ccc(NC(=O)COC)cc1 | 56%[activator][176 µM]
O=C(c1csc(N2CCN(c3ccccc3)CC2)n1)N1CCN(c2ccccn2)CC1 | 30%
COc1ccc(C(=O)N2CCC3(C2)C(=NC2CCCCC2)NC(=O)N3c2cccnc2)cc1 (configuration not stated) | 12%[6.33 µM]
CN(CCc1ccccn1)[C@H]1[C@@H]2OC[C@@H](O2)[C@@H](NCc2ccc3c(c2)OCO3)[C@@H]1O | 56%[activator][176 µM]
OC1(CNCCc2nc(-c3cccnc3)n[nH]2)CNCCOC1 (configuration not stated) | 64%[activator]
Cc1ccc(C(=O)N2CCCC(N)CC2)cc1N1CCNC1=O (configuration not stated) | 8%
CC(C)NC(=O)N1CCC(Oc2ccccc2)C1 (configuration not stated) | 30%
COc1ccc(NC(=O)N2CCC(Oc3ncccc3C(=O)N3CCOCC3)C2)cc1F (configuration not stated) | 28%
CC(C)c1noc(-c2cn(C3CCN(C(=O)c4cccc(Cl)c4)C3)nn2)n1 (configuration not stated) | -3%
CCN(CC)C(=O)[C@@H]1C[C@H](NC(=O)c2ccc[nH]2)CN1Cc1ccncc1 | 68%[activator]
Cc1ccccc1NC(=O)c1cnc2c(c1)N(C(=O)Cc1cn(C)c3ccccc13)CCC2 | ?
COc1ccc(N2CC(C(=O)N3CCN(Cc4ccccc4)CC3)NC2=O)cc1 (configuration not stated) | 54%[activator]

Source: PubChem (National Center for Advancing Translational Sciences (NCATS))

This is a subset; count on the stated rates, not on these rows.
